High-throughput results: PubChem BioAssay, The Scripps Research Institute Molecular Screening Center
OXTR potentiate: human OXTR potentiators, primary screen, fluorescence, CHO-OTR cells, Fluo-8 calcium; Oxytocin receptor (Homo sapiens), P30559; Fluo-8 calcium fluorescence, potentiator mode; 0% = oxytocin EC15, 100% = EC100; activation, % at 3 µM; actives 0.061% (n = 320,000);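 active = activation above that plate's cutoff, the mean activation of tested compounds plus 3 SD, cut at about 6.6% in these data, passing the limit was not always enough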;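 note: 100% uses oxytocin at 75 nM as the full agonist control; some results filed as inactive read as strong as hits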
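Assay system: CHO-OTR cells, human receptor / Also added: oxytocin at about EC15, sub-maximal agonist stimulus / Dosing: single dose, 3.0 µM nominal final compound concentration / Incubation: 6 min pre-incubation, 100 s read / Technique: Fluo-8 calcium dye fluorescence / Read-out: % activation vs EC15 and EC100 oxytocin / Benchmarks: EC15 oxytocin low, 75 nM oxytocin high / Replicates: singlicate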
M1 ag: human M1 muscarinic receptor agonists, primary screen, Fluo-8 calcium fluorescence, CHO-K1 cells, HTS; Muscarinic acetylcholine receptor M1 (Homo sapiens), P11229; CHO-K1 hM1, agonist mode; 0% DMSO, 100% acetylcholine EC100; AID 588814, 2011; actives 0.33% (n = 360,000); activation, % at 3 µM;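 active = activation above the run's mean compound activation plus 3 SD, cut at about 16% in these data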;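 note: peak over basal fluorescence ratio within a 140 s kinetic read after compound addition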
TAAR1 agonist: human TAAR1 agonists, primary screen, Fluo-8 calcium fluorescence, CHO RD-HGA16 cells; activation, % at 3 µM; actives 0.99% (n = 360,000); AID 624467, 2012; Trace amine-associated receptor 1 (Homo sapiens), Q96RJ0; vehicle wells 0%, saturating PEA agonist 100%;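 active = activation above the mean activation of all test compounds in the run plus 3 SD, cut at about 38% in these data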
Target sequence (Q96RJ0 whole entry, looked up): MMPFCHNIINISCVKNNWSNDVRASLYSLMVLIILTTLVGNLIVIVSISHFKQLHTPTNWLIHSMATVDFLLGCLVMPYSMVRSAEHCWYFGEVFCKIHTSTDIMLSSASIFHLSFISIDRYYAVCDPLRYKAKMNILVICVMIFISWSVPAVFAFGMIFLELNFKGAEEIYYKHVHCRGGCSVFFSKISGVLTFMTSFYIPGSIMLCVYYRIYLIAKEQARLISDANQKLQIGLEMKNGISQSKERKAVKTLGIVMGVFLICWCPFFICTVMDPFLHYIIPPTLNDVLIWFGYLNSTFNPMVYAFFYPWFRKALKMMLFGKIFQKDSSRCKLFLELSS
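System: CHO-derived RD-HGA16 cells with stable Gα16 and human TAAR1 / Times: 17-24 h plating, Fluo-8 75 min 37 °C, 30 min RT / Technique: calcium-sensitive Fluo-8 signal, excitation 470-495, emission 515-575 nm / Measure: % activation relative to PEA EC100 response / Benchmarks: DMSO and PEA EC100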
CHO parental Ca: ATP-evoked calcium signal inhibitors, parental CHO, primary screen, counter-screen for OX1R antagonist project, cell-based, fluorescence, Fluo-8 calcium dye | inhibition, % at 5.6 µM | actives 0.63% (n = 330,000) | parental CHO-K1, ATP-induced calcium, Fluo-8 fluorescence;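 active = inhibition above that plate's mean sample inhibition plus 3 SD, cut at about 26% in these data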;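 note: 0% = ATP-challenged DMSO wells and 100% = DMSO wells without ATP; some compounds past the cut are filed as inactive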
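material = parental CHO cells | also added = ATP as calcium-mobilizing challenge | dosing = single point at 5.6 µM | detection = intracellular calcium via Fluo-8 no-wash fluorescent dye | read-out = % inhibition | benchmarks = low control ATP plus DMSO, high control DMSO only | repeats = one well per compound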
TAAR1 antagonist: human TAAR1 antagonists, primary screen, Fluo-8 calcium fluorescence, CHO RD-HGA16 cells; Trace amine-associated receptor 1 (Homo sapiens), Q96RJ0; antagonist; inhibition, % at 3 µM; actives 1.5% (n = 360,000); AID 624466, 2012;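 active = inhibition above a per-plate cutoff, the mean inhibition of test compounds on that plate plus 3 SD, cut at about 49% in these data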;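 note: 0% = DMSO plus EC80 beta-PEA response and 100% = DMSO alone without agonist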
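Test system – hTAAR1-expressing CHO RD-HGA16 cells, Gα16-coupled · Also added – β-PEA at EC80 concentration, post-compound challenge · Compound – 3 µM, single point · Incubation – dye loading 75 min at 37 °C, then 30 min room temperature · Measured by – Fluo-8 intracellular calcium dye fluorescence, real-time kinetic reads · Benchmarks – vehicle and agonist controls · Replicates – singlicate, one well per test compound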
M1 ag parental: counter-screen for M1 agonists: effect in parental CHO-K1 cells; Fluo-8 calcium fluorescence; scaled to maximal ATP response, vehicle zero; AID 602248, 2012; actives 0.48% (n = 360,000); activation, % at 3 µM; in the data active = activation above about 15%;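 note: untransfected CHO-K1 host cells lacking M1 receptor as counterscreen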
V1R ag counter: agonists of human V1a receptor, primary screen, counter-screen for OXTR agonist project, fluorescence, CHO-V1R cells; AID 2797, 2010; actives 0.25% (n = 320,000); Fluo-8 calcium fluorescence, agonist mode; 0% DMSO, 100% 3 nM vasopressin; activation, % at 3 µM;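 active = activation above the mean activation of all tested compounds plus 3 SD, per screening run, cut at about 20% in these data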;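 note: signal is peak over basal fluorescence ratio across a 100 second FLIPR read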
Target sequence (P37288 whole entry, looked up): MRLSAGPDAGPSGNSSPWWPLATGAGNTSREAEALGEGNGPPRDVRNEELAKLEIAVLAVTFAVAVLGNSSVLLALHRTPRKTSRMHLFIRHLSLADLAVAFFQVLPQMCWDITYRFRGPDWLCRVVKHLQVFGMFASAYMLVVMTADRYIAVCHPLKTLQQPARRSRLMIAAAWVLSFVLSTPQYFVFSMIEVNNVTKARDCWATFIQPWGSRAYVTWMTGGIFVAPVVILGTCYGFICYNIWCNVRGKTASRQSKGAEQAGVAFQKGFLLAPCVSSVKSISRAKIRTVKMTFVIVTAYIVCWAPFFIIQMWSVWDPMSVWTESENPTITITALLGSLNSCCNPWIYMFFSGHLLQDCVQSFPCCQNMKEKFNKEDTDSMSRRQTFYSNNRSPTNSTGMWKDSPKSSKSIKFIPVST
CHO-K1 Ca PAM: nonselective calcium activators in parental CHO-K1 cells, primary screen, counter-screen for M1 PAM project, cell-based, Fluo-8 calcium fluorescence, full deck, 1536-well | ATP EC20; 0% at ATP EC20, 100% at ATP max | actives 0.02% (n = 360,000) | activation, % at 3 µM | AID 602247, 2012;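 active = activation above the run cutoff, the mean activation of all test compounds plus 3 SD, cut at about 40% in these data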;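 note: peak over basal fluorescence ratio in a 140 s read after ATP addition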
CHO-K1 Ca antag: counter-screen for M1 antagonists: effect in parental CHO-K1 cells; ATP-induced calcium, Fluo-8 fluorescence; inhibition, % at 3 µM; actives 0.6% (n = 360,000);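 active = inhibition above a per-plate cutoff, the plate's mean sample inhibition plus 3 SD, cut at about 24% in these data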;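 note: 0% = DMSO plus EC80 ATP and 100% = DMSO alone without ATP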
* = called active by the depositor; . = not tested or not shown. The list is partial; count on the stated rates, not on these rows.

SMILES | OXTR potentiate | M1 ag | TAAR1 agonist | CHO parental Ca | TAAR1 antagonist | M1 ag parental | V1R ag counter | CHO-K1 Ca PAM | CHO-K1 Ca antag
CC1=C2[C@H]3OC(=O)[C@@H](C)[C@@H]3CC[C@@]2(C)C=CC1=O | -2 | 0 | 8 | -11 | -8 | 0.2 | 0.0 | -11 | 6
OC(Cn1c2ccccc2c2ccccc21)C[n+]1ccccc1 (stereo not drawn) | 2 | -5 | 8 | 0 | 10 | 0.3 | 0.2 | 20 | -3
O=[N+]([O-])CCO | -5 | 0 | 1 | -11 | -14 | -0.2 | 0.1 | -3 | -9
Cc1cccc(NC(=O)CN2CCN(C(=O)COc3cccc(Br)c3)CC2)c1C | -5 | 0 | 2 | -24 | 4 | 1.9 | 1.4 | -4 | -9
Clc1cccc(N2Cc3cc(-c4ccccc4)ccc3-n3nncc3C2)c1 | . | -1 | 1 | . | -20 | 0.4 | . | 3 | 4
CCN1CCN(c2ccc(N)c(C)c2)CC1 | -9 | -4 | 0 | -6 | -21 | 0.2 | -0.8 | -12 | -8
COc1ccc(C(=O)C2(C)N(O)C(C)C(c3cccs3)=[N+]2[O-])cc1 (stereo not drawn) | -4 | -1 | 10 | -4 | -5 | -0.5 | -1.2 | -8 | 5
O=c1c2ccccc2nc(/C=C/c2ccc(O)cc2)n1-c1ccccc1O | -5 | -1 | 10 | -8 | 17 | 2.7 | 5.8 | 1 | -3
CCCC[N+]12CCC(CC1)C(C(=O)c1cccs1)C2 (stereo not drawn) | -12 | -5 | 4 | -11 | 0 | 3.8 | 1.5 | 10 | -7
C=C1N2CCC(CC2)C1(O)c1ccc(C)cc1 (stereo not drawn) | 2 | -5 | 6 | 0 | -29 | 0.2 | 0.1 | 6 | 1
COc1ccc(Cn2c(O)c(C=Nc3c(C)n(C)n(-c4ccccc4)c3=O)c(=O)[nH]c2=O)cc1 | -6 | -11 | 9 | -16 | 3 | 1.5 | -0.7 | -11 | 19
N#CC(=C(O)c1ccc(S(=O)(=O)N(CCCl)CCCl)cc1)c1nc2ccccc2[nH]1 | . | 2 | 2 | . | -3 | -0.3 | . | -19 | 6
COC(=O)C1=C(c2ccc(F)cc2OCc2ccccc2)C[C@@H]2CC[C@H]1N2C(=O)NCCCOC(C)C | -4 | -6 | 4 | -28 | -7 | 0.5 | -1.1 | 17 | -14
Fc1cccc(-c2ccc3c(c2)CN(C(=S)NCCc2ccccc2)Cc2cnnn2-3)c1 | . | -7 | 5 | . | -7 | 1.5 | . | 15 | 5
CN(C)P1(=O)N(C)CCN1C | . | -2 | 2 | . | -28 | 0.1 | . | -1 | 8
CN(C)c1ccc(/C=C2/C(=O)NC(=O)N(Cc3ccco3)C2=O)cc1 | -7 | -4 | 2 | -5 | 4 | 0.0 | 2.1 | 1 | -9
O=C1NC(=O)N(c2cccc(F)c2)C(=O)/C1=C/c1ccc(N2CCOCC2)cc1 | -6 | 0 | 0 | -10 | -43 | 1.9 | 0.1 | 9 | -10
CCCCn1c(O)c(C(CC)=Nc2ccc(OC)cc2OC)c(=O)[nH]c1=O | -6 | -1 | 21 | -13 | 26 | 0.3 | 0.2 | 4 | 7
COc1ccc(OC)c(N2C(=O)NC(=O)/C(=C\c3ccc([N+](=O)[O-])s3)C2=O)c1 | -6 | -1 | 6 | -4 | -10 | 1.7 | 0.7 | -5 | -6
CCN(CC)C(=O)c1ccc(NC(=O)C2=C(C)OCCS2)cc1 | -11 | -5 | 0 | -1 | -15 | 1.1 | 0.8 | -4 | -16
COc1c2c(cc3c1OCO3)CC[N+](C)=C2 | 0 | -6 | 7 | -10 | -28 | 0.4 | 0.5 | -3 | 2
Oc1ccc(CC2(N3CCCC3)CCCCC2)cc1 | 0 | -5 | 5 | 3 | -16 | 0.8 | 2.2 | 0 | -4
c1ccc(-c2ccc(-c3n(-c4ccccn4)c4ccccc4[n+]3-c3ccccn3)cc2)cc1 | . | -5 | 12 | . | 14 | 1.3 | . | 20 | -3
COc1ccc(S(=O)(=O)NCc2ccc(C(=O)N3CCC4(CC3)OCCO4)cc2)cc1 | 0 | -2 | . | -7 | . | 0.3 | 2.0 | 17 | -12
COc1ccc(-c2ccc3c(c2)CN(C(=O)CCc2ccccc2)Cc2cnnn2-3)cc1 | . | -6 | 18 | . | 31 | 1.4 | . | 3 | 11

Reformatted with two lines to a compound: entries from further up
Below each SMILES: OXTR potentiate	M1 ag	TAAR1 agonist	CHO parental Ca	TAAR1 antagonist	M1 ag parental	V1R ag counter	CHO-K1 Ca PAM	CHO-K1 Ca antag
OC(Cn1c2ccccc2c2ccccc21)C[n+]1ccccc1 (stereo not drawn)
    2	-5	8	0	10	0.3	0.2	20	-3
O=[N+]([O-])CCO
    -5	0	1	-11	-14	-0.2	0.1	-3	-9

Next section:
SMILES | OXTR potentiate | M1 ag | TAAR1 agonist | CHO parental Ca | TAAR1 antagonist | M1 ag parental | V1R ag counter | CHO-K1 Ca PAM | CHO-K1 Ca antag
COCCNC(=O)N1[C@H]2CC[C@@H]1C(C(=O)OC)=C(c1cccc(C#N)c1)C2 | 1 | -6 | 13 | -9 | -3 | 3.0 | 0.3 | -7 | 5
CN(CCc1nnc(N)s1)[N+](=O)[O-] | -3 | -3 | 4 | -5 | 2 | 0.8 | 1.2 | 12 | -18
CC(=NCc1ccc2c(c1)OCO2)c1c(O)n(-c2ccccc2)c(=O)[nH]c1=O | 0 | -2 | 2 | -24 | -40 | 0.7 | -0.4 | 13 | -5
C=CC(=O)NCNC(=O)C=C | -5 | -2 | 11 | 2 | -19 | 0.1 | 0.8 | 9 | -21
C[C@]12CCC3C(CC[C@H]4[C@H](O)[C@H](O)CC[C@]34C)C1CC[C@@H]2O (stereo partly drawn) | . | -1 | 8 | . | -6 | 0.9 | . | 9 | -8
CC1CC2(O)c3nonc3CCC2N1O (stereo not drawn) | -1 | -4 | 4 | 10 | -8 | 0.5 | 0.2 | 13 | -6
Cc1cc(N2C(=O)C3CCCN3C2c2cccc(Cl)c2)no1 (stereo not drawn) | -11 | -2 | 0 | -5 | -15 | 0.2 | -0.3 | 18 | -6
Cc1ccc(-n2c(O)c(C=NCc3ccco3)c(=O)[nH]c2=S)cc1C | -11 | -2 | 1 | -11 | -17 | 0.3 | 0.5 | -5 | 3
COc1cc(C=C2C(=O)NC(=O)NC2=O)cc(OC)c1OC | -14 | -4 | 0 | -2 | -6 | 1.8 | 0.3 | 5 | -13
CSc1ccc(C(=O)C2CCCN(Cc3ccn[nH]3)C2)cc1 (stereo not drawn) | -1 | -7 | 0 | -7 | 1 | 0.9 | 0.1 | 4 | -4
O=C(Cn1cnc2ccccc2c1=O)NCCC(=O)N1CCC2(CC1)OCCO2 | -2 | -3 | 1 | 0 | -13 | 2.6 | 0.4 | 21 | -4
O=C(COc1ccccc1)N1CCN(CC(O)COc2ccccc2)CC1 (stereo not drawn) | -2 | -4 | 9 | -12 | -6 | 0.5 | 1.2 | -6 | -3
NNP(=O)(CC(=O)c1ccccc1)c1ccccc1 (stereo not drawn) | -13 | 0 | 2 | -38 | -9 | 1.1 | -0.3 | 17 | -14
Cc1ccc(S(=O)(=O)N[C@@H](CCCCN)C(=O)CCl)cc1 | 1 | 8 | 4 | 4 | -9 | -0.1 | 0.0 | 1 | -4
C=C1C(O)(c2ccccc2)C2CC[N+]1(C)CC2 (stereo not drawn) | -2 | -7 | 7 | -8 | -10 | 0.3 | -1.0 | 16 | -6
Cc1cc(C)n2c(Br)c(CN3CC4CC(C3)c3cccc(=O)n3C4)nc2n1 (stereo not drawn) | -2 | -7 | 2 | -4 | -27 | 0.5 | 0.3 | 3 | -3
Cc1ccc(S(=O)(=O)N2Cc3ccccc3-n3nncc3C2)cc1 | . | 4 | 5 | . | -22 | 2.0 | . | -9 | 0
N#CCCCCC#N | 4 | -3 | 5 | 1 | -5 | -0.1 | 0.6 | 3 | 2
CC(C)CNc1c2c(nc3ccccc13)CCC2 | -11 | -11 | 2 | -14 | -15 | 1.1 | 0.6 | 0 | 1
COc1ccc(OC)c(C2=NOC(C(=O)N3CCC4(CC3)OCCO4)C2)c1 (stereo not drawn) | 1 | -5 | 3 | -9 | 4 | -0.1 | 0.7 | 8 | -8
C[N+]12CCC(CC1)C(C(O)(c1cccc(Cl)c1)c1cccc(Cl)c1)C2 (stereo not drawn) | -8 | -5 | 0 | -11 | -8 | 0.5 | -1.1 | 3 | -11
Cc1ccn2nc(S(=O)(=O)Nc3c(F)cccc3F)nc2n1 | -3 | -8 | 0 | 2 | -3 | 0.6 | 0.9 | 24 | -8
COc1cc2c(c(OC)c1)C(=O)OC(C)CCCC(=O)CCCCC2 (stereo not drawn) | -6 | -8 | -1 | -24 | 8 | 1.2 | -1.3 | -1 | -2
COP(=O)(Cc1ccc(C#N)o1)OC | -4 | -3 | 1 | -4 | -3 | 3.3 | 0.5 | 7 | 1
CC1N=C(c2ccccc2Cl)c2cc(Br)ccc2NC1=O (stereo not drawn) | -3 | -4 | 2 | -11 | 4 | 1.7 | 1.4 | -5 | -3
O=C1NCN(c2ccccc2)C12CCN(C(c1nnnn1C1CCCC1)C1CC1)CC2 (stereo not drawn) | . | 2 | 0 | . | -10 | 0.8 | . | 17 | -9
Cc1ccc(CN2CCCN(Cc3ccccc3C)S2(=O)=O)cc1 | -21 | -4 | 0 | 11 | 2 | -1.2 | 0.3 | 6 | -16
C=CCN1CC[C@]23c4c5ccc(O)c4O[C@H]2/C(=N/NC(=O)c2ccccc2)CC[C@@]3(O)[C@H]1C5 | 5 | 1 | 2 | -8 | -2 | 0.5 | -0.5 | 12 | -3
